Tau fibril FP: qHTS for Inhibitors of Tau Fibril Formation, Fluorescence Polarization; Microtubule-associated protein tau (Homo sapiens), P10636; Potency, µM (series often up to 57.7 µM), for inactives: at the top dose activity, negative = inhibition, hits mostly inhibitors; actives 0.39% (n = 280,000); AID 1468, 2008; K18 P301L tau heparin fibrillization, Alexa594 FP, 6 h; also: potency is read from the fitted curve at half-maximal effect; % is scaled to controls: 0 for no effect and ±100 for the full control effect; nearly all actives have a fitted effect of over 55% in size
Target sequence (P10636 561-689 P618L limits assumed): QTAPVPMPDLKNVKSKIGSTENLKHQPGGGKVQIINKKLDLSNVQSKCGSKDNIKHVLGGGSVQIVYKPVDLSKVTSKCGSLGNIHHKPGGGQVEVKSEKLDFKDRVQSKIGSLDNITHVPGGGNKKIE
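Compound effects on tau fibrillization are measured by Alexa 594 fluorescence polarization (ex 555, em 632 nm). K18 P301L tau is used at 15 uM with 0.24 uM labeled tracer, and 20 uM heparin induces aggregation over 6 hr at 37 C.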
TRb-SRC2 inh: qHTS for Inhibitors of the Interaction of Thyroid Hormone Receptor and Steroid Receptor Coregulator 2; Potency, µM (top dose mostly 106 µM), for the others: top-dose activity change, negative = inhibition, hits mostly inhibitors; TRbeta-SRC2 peptide binding, fluorescence polarization; receptor liganded with 1 µM T3; Thyroid hormone receptor beta (Homo sapiens), P10828; actives 0.065% (n = 280,000);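 also: potency is read from the fitted curve at half-maximal effect; plate controls were bound peptide for no effect and peptide without receptor for full effect; nearly all actives have a fitted effect of over 50% in size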
Target sequence (P10828 whole entry, looked up): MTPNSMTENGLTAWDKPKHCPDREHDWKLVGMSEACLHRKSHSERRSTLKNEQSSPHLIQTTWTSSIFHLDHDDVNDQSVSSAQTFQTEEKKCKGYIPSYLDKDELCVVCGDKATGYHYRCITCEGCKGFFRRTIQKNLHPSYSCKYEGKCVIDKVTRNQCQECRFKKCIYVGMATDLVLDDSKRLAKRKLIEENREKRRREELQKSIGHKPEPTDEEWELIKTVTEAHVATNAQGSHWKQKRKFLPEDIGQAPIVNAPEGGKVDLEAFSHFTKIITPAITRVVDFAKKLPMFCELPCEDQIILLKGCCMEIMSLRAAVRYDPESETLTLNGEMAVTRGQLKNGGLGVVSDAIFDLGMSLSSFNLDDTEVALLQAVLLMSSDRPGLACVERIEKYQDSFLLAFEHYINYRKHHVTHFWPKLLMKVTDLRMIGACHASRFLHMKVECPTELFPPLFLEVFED
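Assay buffer: 20 mM Tris-HCl, 100 mM NaCl, 10% glycerol, 1 mM EDTA, 0.01% NP-40, 1 mM DTT, 1 uM T3, 5% DMSO; TRb LBD 0.6 uM, Texas Red SRC2 20 nM; FP after 5 hr.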
Tau fluor counter: Counterscreen qHTS for Inhibitors of Tau Fibril Formation, Fluorescence Polarization | tau K18 P301L Alexa594 fluorescence, heparin fibrillization | Potency, µM (doses to about 57.7 µM), inactives show at the top dose activity change, negative = decrease | actives 0.93% (n = 280,000) | AID 1463, 2008; also: potency is read from the fitted curve at half-maximal effect; % is scaled to controls: 0 for no effect and ±100 for the full control effect; nearly all actives have a fitted effect of over 55% in size
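Human tau K18 P301L (15 uM unlabeled, 0.24 uM Alexa 594-labeled) in 100 mM sodium acetate pH 7 with 20 uM heparin, 6 hr at 37 C. ThT 30 uM added, 1 hr ambient; Alexa 594 FP and total fluorescence read at 555/632 nm.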
Epigenetic reg: Quantitative High-Throughput Screen for Regulators of Epigenetic Control; murine LDR cells, GFP reporter derepression, 30 h; Potency, µM (titrated, usually from 53.9 µM), for inactives: at the highest dose GFP activation, hits mostly activators; actives 0.2% (n = 280,000); AID 1865, 2009; also: potency is read from the fitted curve at half-maximal effect; % of control where 0% means no effect; nearly all actives have a fitted effect of over 60% in size
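In this reporter-derepression format, murine cells bearing a silenced integrated CMV-GFP locus incubate with test compound (30 h, 37 C), then are washed and imaged; fluorescent objects of 20–120 um count as induced cells.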
GLA spleen mod: qHTS Assay for Inhibitors and Activators of Human alpha-Galactosidase From Spleen Homogenate; Alpha-galactosidase A (Homo sapiens), P06280; Potency, µM (doses to about 80 µM), for the others: at the top dose activity change, negative = inhibition, hits mostly inhibitors; actives 0.008% (n = 240,000); human spleen homogenate, 4MU-alpha-Gal fluorescence, 40 min; AID 2107, 2009;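 also: potency is read from the fitted curve at half-maximal effect; 0% = enzyme with vehicle and -100% = no enzyme basal signal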
Target sequence (P06280 32-429 limits assumed): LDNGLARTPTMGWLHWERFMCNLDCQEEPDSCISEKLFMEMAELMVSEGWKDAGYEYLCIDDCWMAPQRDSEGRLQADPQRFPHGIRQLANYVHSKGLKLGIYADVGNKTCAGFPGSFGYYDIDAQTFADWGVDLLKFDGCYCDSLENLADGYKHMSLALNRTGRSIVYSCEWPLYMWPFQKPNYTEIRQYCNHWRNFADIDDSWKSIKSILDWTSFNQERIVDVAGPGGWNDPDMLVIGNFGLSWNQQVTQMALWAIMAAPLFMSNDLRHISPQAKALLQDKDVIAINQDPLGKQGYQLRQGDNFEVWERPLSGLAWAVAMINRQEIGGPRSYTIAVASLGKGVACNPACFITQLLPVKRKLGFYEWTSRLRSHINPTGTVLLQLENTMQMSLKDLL
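Spleen homogenate 1 ug + cpd (titration) + 4-MU-alpha-D-galactopyranoside 1 mM; 37C 40 min; 50 mM citrate/phosphate pH 5.0, 0.01% Tween-20; stop pH 10; fluorescence 365/440; AC50 via Hill.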
TexasRed fluor: Total Fluorescence Counterscreen for Inhibitors of the Interaction of Thyroid Hormone Receptor and Steroid Receptor Coregulator 2. TRb/SRC2 Texas Red total fluorescence interference. Potency, µM (series often up to 106 µM), inactives show top-dose fluorescence change, negative = quenching. actives 0.29% (n = 280,000); active = well fitted curve in either direction with a large enough effect; inconclusive = small, poorly fitted or top-dose-only effect; also: potency is read from the fitted curve at half-maximal effect; % is scaled to controls: 0 for no effect and ±100 for the full control effect
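Human TRβ ligand-binding domain (0.6 uM) and Texas Red SRC2 peptide (20 nM) in Tris buffer with 1 uM T3 and 5% DMSO were incubated with pinned compound for 5 hr at ambient temperature. Total fluorescence was computed as S + 2P (555/632 nm).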
NPSR antag: qHTS Assay for Antagonists of the Neuropeptide S Receptor: cAMP Signal Transduction. Q6W5P4. CHO-NPSR cells, cAMP TR-FRET, antagonist mode. Potency, µM (series often up to 38.3 µM), for the others: at the top dose activity change, negative = inhibition, hits mostly inhibitors. actives 1% (n = 220,000); also: potency is read from the fitted curve at half-maximal effect; % is scaled to controls: 0 for no effect and ±100 for the full control effect; nearly all actives have a fitted effect of over 50% in size; many of its hits are not listed in these tables
CBFb RUNX1 block: qHTS Assay for Compounds Blocking the Interaction Between CBF-beta and RUNX1 for the Treatment of Acute Myeloid Leukemia; AlphaScreen CBFb-His/RUNX1-biotin binding, biochemical; Potency, µM (titrated, usually from 59.8 µM), without a hit: at the highest dose activity, negative = inhibition, hits mostly inhibitors; 230,000 tested, under 10 active; AID 1477, 2009; also: % of control where 0% means no effect
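AlphaScreen binding: CBFb-His and RUNX1-biotin (30 nM each) preincubated 20 min, compound added for 15 min, then nickel and streptavidin beads for 90 min, all at room temperature. Disruption of the interaction by any mechanism counts as activity.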
Active calls of the source: *; ? = inconclusive; · = not tested or not shown; & = joins results of further samples; [ ] = remark or other dose. Unless noted, calls follow the shape of the dose curve; as a rule, active = well fitted curve in the direction sought with a large enough effect; inconclusive = small, poorly fitted or top-dose-only effect, or another doubt; inactive = no such curve, though single readings can be large; an effect the other way counts as inactive or inconclusive.

No.	Structure	Tau fibril FP	TRb-SRC2 inh	Tau fluor counter	Epigenetic reg	GLA spleen mod	TexasRed fluor	NPSR antag	CBFb RUNX1 block
1	COc1ccc(S(=O)(=O)N2c3ccc(Cl)cc3[C@](O)(c3ccccc3Cl)[C@@H]2C(=O)N2CCC[C@H]2C(N)=O)cc1OC	2.2%	-6.9%	-7.4%	3.2%	-6.6%	-18.8%	·	5.1%
2	O=C(NCc1ccco1)c1ccc2c(c1)N(Cc1cccc(Cl)c1)C(=O)c1ccccc1S2=O (stereo not given)	-6.9%	0.5%	-16.8%	-0.2%	·	-27.6%	·	·
3	O=c1cc(-c2ccc(O)cc2)oc2cc(O[C@H]3OC(CO)C(O)C(O)C3O)cc(O)c12 (stereo not given in full)	-9.4%	-1.8%	-9.7%	-1.3%	2.6%	-1.7%	·	5.6%
4	CN(C(=O)CCCOc1ccc2[nH]c(=O)ccc2c1)C1CCCCC1	11.8%&1.0%	-3.1%&0.6%	-5.6%&-6.7%	-0.2%&0.3%	-5.8%&1.2%	0.7%&-0.5%	-15.4%[46.1 µM]	11.4%
5	C/C=C\C(=O)N(CC)c1ccccc1C	·	-0.2%[53 µM]	·	1.4%[16.9 µM]	9.1%[29.1 µM]	0.1%[53 µM]	·	-2.1%[21.7 µM]
6	CC(C)C1C(=O)N(S(C)(=O)=O)[C@H]2CCN(C(=O)/C=C/CN3CCCCC3)[C@@H]12 (stereo not given in full)	·	-4.1%	·	·	6.2%	-8.9%	·	-0.1%
7	CC12CCC(CC1)C(C)(C)O2	1.5%	-6.3%&-11.6%	-0.4%	0.4%	10.3%&-3.5%	-3.0%&2.6%	·	4.5%[21.7 µM]
8	Cc1c(I)c(=O)n(-c2ccccc2)n1C	-4.4%	5.6%	-1.1%	-0.9%	-6.0%	-0.9%	·	7.8%
9	O=C(O)CCC/C=C\C[C@@H]1[C@@H](CC[C@@H](O)CCc2ccccc2)[C@H](O)C[C@@H]1O	·	1.6%	·	·	-7.3%	-8.5%	·	5.0%
10	CC1(C)O[C@@H]2C[C@@H]3[C@H]4C[C@@H](F)C5=CC(=O)C=C[C@]5(C)[C@@]4(F)[C@@H](O)C[C@]3(C)[C@]2(C(=O)CO)O1	-3.8%	-6.1%	-3.5%	0.0%	-7.8%	-0.4%	·	16.4%
11	COc1ccc(CC(=O)NCC(c2cccs2)S(=O)(=O)c2ccc(Cl)cc2)cc1 (stereo not given)	-7.6%	3.8%	-13.2%	0.0%	·	-0.4%	·	·
12	CC(=O)c1ccc(S(=O)(=O)NC(=O)NC2CCCCC2)cc1	-8.2%	-9.7%	-1.5%	1.0%	1.3%	?	-23.8%[46.1 µM]	-15.4%
13	CC(=O)O[C@@]1(C(C)=O)CCC2C3C=C(Cl)C4=CC(=O)C5CC5[C@@]4(C)C3CC[C@]21C (stereo not given in full)	-5.2%	4.3%	-28.9%	0.0%	14.1%	-3.3%	·	4.0%
14	CCN1CCN(CCCNC(=O)c2cc3c(s2)-c2c(C)cccc2OC3)CC1	-3.5%	5.7%	-19.2%	0.0%	·	-9.1%	·	·
15	O=C(CC1N=C2c3ccccc3N=C(SCc3ccc(F)cc3)N2C1=O)NC1CCCCC1 (stereo not given)	-2.5%	0.8%	-1.3%	1.1%	·	1.2%	·	·
16	C1CCC(C(CC2CCCCN2)C2CCCCC2)CC1 (stereo not given)	5.1%&1.7%	-1.1%&2.1%	-6.3%&-5.6%	1.1%&-1.3%	3.7%&16.5%	-0.5%&-0.4%	12.6µM*	8.3%&5.2%

Profiles, looked up by structure.
O=C(CC1N=C2c3ccccc3N=C(SCc3ccc(F)cc3)N2C1=O)NC1CCCCC1 (stereo not given) in the list: Tau fibril FP: -2.5%; TRb-SRC2 inh: 0.8%; Tau fluor counter: -1.3%; Epigenetic reg: 1.1%; GLA spleen mod: ·; TexasRed fluor: 1.2%; NPSR antag: ·; CBFb RUNX1 block: ·
O=C(O)CCC/C=C\C[C@@H]1[C@@H](CC[C@@H](O)CCc2ccccc2)[C@H](O)C[C@@H]1O in the list: Tau fibril FP: ·; TRb-SRC2 inh: 1.6%; Tau fluor counter: ·; Epigenetic reg: ·; GLA spleen mod: -7.3%; TexasRed fluor: -8.5%; NPSR antag: ·; CBFb RUNX1 block: 5.0%
C1CCC(C(CC2CCCCN2)C2CCCCC2)CC1 (stereo not given) in the list: Tau fibril FP: 5.1%&1.7%; TRb-SRC2 inh: -1.1%&2.1%; Tau fluor counter: -6.3%&-5.6%; Epigenetic reg: 1.1%&-1.3%; GLA spleen mod: 3.7%&16.5%; TexasRed fluor: -0.5%&-0.4%; NPSR antag: 12.6µM*; CBFb RUNX1 block: 8.3%&5.2%

Further entries follow.
No.	Structure	Tau fibril FP	TRb-SRC2 inh	Tau fluor counter	Epigenetic reg	GLA spleen mod	TexasRed fluor	NPSR antag	CBFb RUNX1 block
17	C[C@]12CCC(=O)C=C1CC[C@@H]1[C@@H]2CC[C@@]2(C)[C@H]1CC[C@]2(O)C(=O)CO	8.5%&4.4%	-1.1%&2.0%	-3.4%&1.5%	2.2%&-1.1%	-5.1%&18.4%	-1.9%&-2.1%	-10.8%	-5.3%&-2.4%
18	c1ccc(CN(CC2=NCCN2)c2ccccc2)cc1	-8.8%&-9.1%&-0.6%&1.6%	-4.6%&0.5%&-0.6%&0.5%&3.1%	-17.9%&-7.5%&-3.7%&6.5%	5.0%	5.2%	-1.8%&-2.6%&-1.3%&-2.3%&-2.4%	0.0%&-6.7%	6.3%
19	Cc1ccc(CN2CCN(Cc3cccc4nccnc34)CC2CCO)cc1 (stereo not given)	0.7%	0.1%	-4.8%	1.1%	-4.9%	2.0%	2.0%	5.1%
20	CCOc1ccccc1C(N)=O	·	6.0%	·	·	-0.7%	-1.4%	·	11.1%[21.7 µM]
21	O=c1[nH]c2cc(C(F)(F)F)c(N3CCOCC3)cc2n(CP(=O)(O)O)c1=O	-9.6%	0.8%	-17.4%	-3.1%	-2.2%	-18.7%	·	5.2%
22	CC(=O)NC(Cc1ccccc1)C(=O)O (stereo not given)	0.7%	-4.2%	2.6%	2.4%	-6.4%	-4.0%	0.8%[46.1 µM]	7.7%
23	Cc1c(NC(=O)c2cccnc2)c(=O)n(-c2ccccc2)n1C	-6.6%&1.8%	4.2%	-15.1%&-1.9%	-0.5%	10.4%	-0.8%	-32.4%	12.7%
24	CCCCCCO	·	0.4%	·	·	-2.0%	-1.2%	·	20.2%[21.7 µM]

Reprinted at random: two entries already listed.
No.	Structure	Tau fibril FP	TRb-SRC2 inh	Tau fluor counter	Epigenetic reg	GLA spleen mod	TexasRed fluor	NPSR antag	CBFb RUNX1 block
21	O=c1[nH]c2cc(C(F)(F)F)c(N3CCOCC3)cc2n(CP(=O)(O)O)c1=O	-9.6%	0.8%	-17.4%	-3.1%	-2.2%	-18.7%	·	5.2%
17	C[C@]12CCC(=O)C=C1CC[C@@H]1[C@@H]2CC[C@@]2(C)[C@H]1CC[C@]2(O)C(=O)CO	8.5%&4.4%	-1.1%&2.0%	-3.4%&1.5%	2.2%&-1.1%	-5.1%&18.4%	-1.9%&-2.1%	-10.8%	-5.3%&-2.4%

(listing goes on)
No.	Structure	Tau fibril FP	TRb-SRC2 inh	Tau fluor counter	Epigenetic reg	GLA spleen mod	TexasRed fluor	NPSR antag	CBFb RUNX1 block
25	CCOC(=O)N1CCc2c(sc3c2c(=O)n(Cc2ccccc2)c(=O)n3CC(=O)Nc2ccc(F)cc2)C1	10µM*	3.2%	?	0.3%	·	-0.4%	·	·
26	CCCN[C@@H](C)C(=O)Nc1c(C)csc1C(=O)OC	·	-4.0%[53 µM]	·	-1.4%[16.9 µM]	-6.0%[29.1 µM]	-2.3%[53 µM]	·	0.3%[21.7 µM]
27	CC[C@H](Cc1c(I)cc(I)c(N)c1I)C(=O)O	·	-9.7%[53 µM]	·	1.4%[16.9 µM]	-1.1%[29.1 µM]	-0.7%[53 µM]	·	-1.4%[21.7 µM]
28	C[C@@H](N)C1CCC(C(=O)Nc2ccncc2)CC1 (stereo not given in full)	4.5%&-1.8%&-3.9%&-5.6%	1.2%&5.5%&-5.6%&-14.7%	-3.2%&-0.1%&-3.6%&-6.8%	-1.2%&1.9%&0.0%&1.0%	-4.0%&7.6%&6.6%&7.6%	-4.1%&0.3%&-0.8%&18.0%	-24.8%[46.1 µM]	-2.7%&-2.5%&0.6%&1.5%
29	CN1CCN(CCC(=O)N2c3ccccc3Sc3ccc(C(F)(F)F)cc32)CC1	-0.7%	-1.5%&6.0%	-17.4%	0.1%	1.8%	0.0%&-2.7%	-8.1%[46.1 µM]	-2.8%
30	CN(C)CCOC(C)(c1ccccc1)c1ccccn1 (stereo not given)	7.3%&9.7%&-1.2%&1.0%	3.2%	-5.4%&4.2%&-1.0%&-1.0%	1.9%&-1.2%&-0.3%&0.0%	7.0%&11.5%&4.7%&-6.0%	1.2%	18.0%	13.0%&5.3%&16.4%&4.1%
31	C=CC1=C(C(=O)O)N2C(=O)C(NC(=O)/C(=N\O)c3csc(N)n3)C2SC1 (stereo not given)	4.8%	-10.9%	-3.4%	-1.3%	6.0%	-0.2%	·	-19.5%

A portion of the library (hit frequency here may not be typical).
